TPT1 inhibitor – inhibitors of Candida albicans tRNA 2'-phosphotransferase TPT1; recombinant caTPT1, FP RNA substrate dephosphorylation; inhibition, % at 5 µM; 300,000 tested, 0.81% active;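 active = inhibition above the mean of all tested compounds plus 3 SD, set per screening campaign, cut at about 24% in these data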;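 also: plate controls were DMSO alone for no effect and ferristatin control at 100 nM for full effect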
Efflux pump mplx – inhibitors of Candida antifungal efflux pumps expressed in yeast; S. cerevisiae Candida pump triplex, Nile Red efflux; inhibition, % at 10 µM; 330,000 tested, 0.44% active;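 active = plate passing quality check with inhibition over a set limit, or well fluorescence over plate mean plus 4 SD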;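 also: Nile Red retained in pooled yeast measured as flow cytometry median fluorescence; 0% = buffer negative control and 100% = Enniatin B positive control; higher means more Nile Red kept so more efflux inhibition; some compounds called inactive have numbers as strong as hits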
CTSL1 counter – blocks F. hepatica cathepsin L1 in PFM18AAP counter-screen; AID 1906; 300,000 tested, 0.49% active; inhibition, % at 5.96 µM; recombinant F. hepatica cathepsin L1, Z-Leu-Arg-MCA fluorescence;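 active = inhibition above the mean of all tested compounds plus 3 SD, set per screening campaign, cut at about 17% in these data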;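 also: 0% = plate median of test compound wells and 100% = 1 µM Z-Phe-Ala-diazomethylketone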
HCV core dimer – blocks dimerization of HCV core protein | TR-FRET GST/Flag-core106 dimerization, 1536-well | inhibition, % at 5 µM | 300,000 tested, 0.33% active | AID 1899;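 active = inhibition above the mean of all tested compounds plus 3 SD, set per screening campaign, cut at about 45% in these data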
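Assay system: GST-tagged and Flag-tagged HCV core protein residues 1-106 / Times: compound-protein-antibody incubation 4 h at 22.5 °C / Signal: time-resolved FRET, ex 340 nm, em 617 and 671 nm / Evaluation: % inhibition based on acceptor/donor emission ratio / Benchmarks: wells lacking GST-core106 and wells with excess unlabelled core106 / Repeats: singlicate, one well per compound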
PP1 counter – counter-screen for PP5 inhibitors: inhibitors of human PP1-alpha. purified PP1alpha, OMFP fluorescence. inhibition, % at 6.7 µM. 320,000 tested, 0.9% active. AID 2235;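 active = inhibition above the mean inhibition of all tested compounds plus 3 SD, computed separately for each screening campaign, cut at about 15% in these data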
GASC-1 inh – inhibitors of human GASC-1 (JMJD2C) demethylase; 330,000 tested, 0.069% active; GST-JMJD2C(1-420) H3K9me3 demethylation, DELFIA europium; Q9H3R0; inhibition, % at 2.35 µM; AID 2099;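 active = more than half of a compound's replicate wells show inhibition beyond 50%, single wells judged on their own value; inconclusive = some, but no more than half, of replicates pass 50% inhibition; inactive = no replicate passes 50% inhibition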;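 also: signal counts dimethyl H3K9 product captured on neutravidin plate; 0% = median of DMSO wells and 100% = 0.3 times that DMSO median; strong numbers were not always called active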
Target sequence (Q9H3R0 1-420 limits assumed): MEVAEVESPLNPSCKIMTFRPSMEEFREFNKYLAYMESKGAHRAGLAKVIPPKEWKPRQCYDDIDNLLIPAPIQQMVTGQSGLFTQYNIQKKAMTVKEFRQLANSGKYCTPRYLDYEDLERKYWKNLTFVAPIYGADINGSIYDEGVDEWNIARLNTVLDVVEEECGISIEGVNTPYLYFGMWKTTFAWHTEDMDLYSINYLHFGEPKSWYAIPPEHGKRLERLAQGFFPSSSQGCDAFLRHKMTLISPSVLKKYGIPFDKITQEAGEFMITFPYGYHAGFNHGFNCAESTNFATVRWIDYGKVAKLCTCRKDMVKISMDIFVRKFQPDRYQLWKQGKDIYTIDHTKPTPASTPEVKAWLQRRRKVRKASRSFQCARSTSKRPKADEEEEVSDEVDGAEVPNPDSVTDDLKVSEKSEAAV
PREPL inh – inhibits the human prolyl oligopeptidase-like enzyme; 320,000 tested, 0.68% active; inhibition, % at 5.96 µM; recombinant PREPL, fluorescence polarization activity-based probe; in the data active = inhibition above about 43%;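 also: 0% = enzyme with DMSO and 100% = wells lacking enzyme; many of its hits are not listed in these tables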
LYPLA2 counter – counter-screen for PME1 inhibitors: inhibitors of human LYPLA2 | 320,000 tested, 0.38% active | O95372 | inhibition, % at 5.9 µM | recombinant LYPLA2, FP-Rh probe fluorescence polarization;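 active = inhibition above the screen-wide mean plus 3 SD, limit set per campaign, cut at about 26% in these data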;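 also: 0% = LYPLA2 with DMSO and 100% = wells lacking LYPLA2 enzyme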
PP5 primary – PP5 (human) phosphatase inhibition; purified PP5c, OMFP substrate fluorescence; AID 1987; P53041; 320,000 tested, 0.18% active; inhibition, % at 6.7 µM;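 active = inhibition above the campaign's mean inhibition across all tested compounds plus 3 SD, cut at about 9.5% in these data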;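 also: 0% = DMSO only and 100% = 100 µM cantharidin control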
Target sequence (P53041 whole entry, looked up): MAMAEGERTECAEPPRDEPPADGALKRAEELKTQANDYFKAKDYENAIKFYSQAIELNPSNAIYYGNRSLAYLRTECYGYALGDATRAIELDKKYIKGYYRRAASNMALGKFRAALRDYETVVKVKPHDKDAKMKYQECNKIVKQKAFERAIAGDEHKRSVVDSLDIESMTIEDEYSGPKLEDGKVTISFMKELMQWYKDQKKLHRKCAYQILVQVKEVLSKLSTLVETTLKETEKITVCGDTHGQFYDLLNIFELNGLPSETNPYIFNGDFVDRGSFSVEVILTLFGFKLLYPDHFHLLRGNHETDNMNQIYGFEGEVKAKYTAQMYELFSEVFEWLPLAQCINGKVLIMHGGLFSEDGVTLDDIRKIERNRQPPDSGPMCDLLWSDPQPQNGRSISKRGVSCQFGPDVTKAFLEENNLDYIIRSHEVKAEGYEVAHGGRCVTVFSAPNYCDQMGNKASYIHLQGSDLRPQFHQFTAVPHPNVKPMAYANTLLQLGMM
Numbers without * were called inactive; ? = inconclusive; · = no result given. A portion of the library; the hit share may differ from the screen's.

SMILES | TPT1 inhibitor | Efflux pump mplx | CTSL1 counter | HCV core dimer | PP1 counter | GASC-1 inh | PREPL inh | LYPLA2 counter | PP5 primary
COC(=O)NNC(=O)/C=C/c1ccccc1 | -3 | -0.1 | 6 | -13 | -5 | -6 | 10 | -1 | -0.2
COc1ccc(CCNC(=O)C(C)Sc2ccc(C)cc2)cc1OC (stereo not given) | -1 | 0.1 | 2 | 9 | -4 | -4 | 7 | -5 | 0.0
CCOc1ccccc1CN1CCNC(=O)C1CC(=O)NCCN1CCOC1=O (stereo not given) | -3 | -0.5 | 0 | 7 | -6 | -17 | 0 | -4 | 0.1
CC1(C)Oc2ccc3ccc(=O)oc3c2/C(=N/O)C1=O | -2 | -0.1 | 0 | 2 | -2 | -17 | 7 | -8 | 0.1
Cc1nn(-c2ccccc2)c(NC(=O)C(C)C)c(-c2ccccc2)c1=O | -1 | 0.0 | 1 | 3 | -6 | 0 | -2 | -2 | -0.3
Cn1nc(-c2ccccc2)cc1NS(=O)(=O)c1ccccc1 | -6 | -0.1 | -5 | -2 | -2 | 3 | 2 | 7 | 2.1
COCCC1CCCCN1C(=O)c1ccc(OC)c(OC2CCN(C(C)=O)CC2)c1 (stereo not given) | 1 | -0.3 | -3 | -6 | 1 | -5 | 6 | -2 | 1.9
O=C(N/N=C/c1ccc(N2CCCCC2)o1)c1ccccc1 | 4 | -0.2 | 5 | 1 | -4 | -3 | 20 | -1 | 1.8
Cc1ccc(CN2CCN(C(=O)c3ccncc3)CC2)cc1 | 2 | -0.1 | 2 | 0 | -1 | -3 | 3 | -3 | -0.4
CCOC(=O)COc1cccc2c(=O)n(CC(=O)N3CCC(C)CC3)ccc12 | -1 | 0.0 | 1 | -1 | -1 | -10 | 6 | -5 | 1.1
Cc1cc(C)nc(N2CCC(C(=O)Nc3cccc(C(F)(F)F)c3)CC2)n1 | -1 | -0.1 | -2 | 2 | 2 | -12 | 2 | 3 | 3.8
CCCCNC(=O)c1nnn(-c2ccccc2)c1N | -1 | 0.0 | -5 | 5 | -4 | 22 | -2 | -1 | 0.7
C#CCOCCOCCOCCNc1nc(N2CCN(C(=O)CCCCCCCCCCNC(=O)[C@H](CCCN=C(N)N)n3cc(C[C@@H](C)CC)nn3)CC2)nc(N2CCN(C(=O)CCCCCCCCCCNC(=O)[C@@H]([C@H](C)CC)n3cc(CCCCCN)nn3)CC2)n1 | -5 | 4.8* | 0 | -8 | 71* | · | 60* | 24 | 7.2
CCC(CC)C(=O)c1c[nH]c(C(=O)N2CCN(c3ccccc3F)CC2)c1 | 0 | 0.2 | 4 | 7 | -2 | -1 | 7 | 1 | -1.1
COc1ccc(C(=O)C2CCCN(C(=O)c3n[nH]c4c3CCCC4)C2)cc1OC (stereo not given) | -1 | 0.2 | -1 | 1 | 3 | -9 | 12 | -4 | 2.6
Cc1cc(C)c2nc(-c3ccccn3)cc(C(=O)n3cccn3)c2c1 | -2 | -0.1 | -1 | 8 | 0 | 3 | -4 | 3 | -0.8
CCOC(=O)[C@H]1[C@H]2COc3ccc(OC)cc3[C@@H]2N2C(=O)CN(Cc3ccco3)C(=O)[C@@]12C | · | -0.1 | · | · | -4 | 11 | 11 | 8 | 0.9
N#CC1(NC(=O)CSc2ccccn2)CCCCC1 | 1 | 0.1 | 2 | -4 | -8 | ? | 0 | 9 | -0.8
O=C(CNc1cccc([N+](=O)[O-])c1)N/N=C/c1ccc(F)cc1 | 3 | 0.2 | -1 | 0 | 2 | 15 | -4 | 4 | 1.9
CC(C)(C)c1cc(C(C)(C)C)cc(S(=O)(=O)CCc2ccccn2)c1 | 1 | 0.3 | 4 | 4 | -1 | -1 | -3 | -7 | 0.0
CCN(c1ccccc1C(=O)O)S(=O)(=O)c1cccc2nsnc12 | 0 | 0.2 | -4 | -4 | -5 | -6 | -2 | -2 | -0.9
CC(=O)c1sc2nc(-c3cccs3)ccc2c1N | 13 | 0.0 | 15 | 13 | 8 | 4 | 0 | -13 | 0.4
COc1ccc(CCNC(=O)C(=O)Nc2nccs2)cc1OC | -7 | 0.0 | 1 | -5 | 0 | 9 | 2 | 3 | -0.8
CCOC(=O)c1noc(C)c1C(=O)Nc1nccs1 | -7 | -0.3 | -6 | -1 | -1 | -16 | -3 | -2 | -2.2
O=C(CC1S/C(=N/N=C/C=C/c2ccccc2)NC1=O)Nc1ccc(C(=O)O)cc1 (stereo not given) | 0 | -0.3 | 0 | -5 | -2 | -1 | 11 | 6 | 1.3
CCOC(=O)C1=C(C)NC(C)=C(C(=O)OCC)C1C(=O)OCC(=O)N(C)C1CCS(=O)(=O)C1 (stereo not given) | 0 | 0.1 | 0 | -1 | 4 | -6 | 20 | 4 | 1.2
Cc1cccc(-n2ncc3c(NC4CCCCC4)ncnc32)c1 | -2 | -0.4 | 0 | -28 | 5 | 0 | 11 | 9 | 2.7
CC(C)n1c(O)c(N=NC(=O)CNC(=O)CCc2ccccc2)c2ccccc21 | 1 | -0.1 | 2 | 0 | 0 | 9 | 32 | 2 | 3.5
CCOC(=O)C1CCN(C(=O)Cn2ncc3c([nH]c4ccccc43)c2=O)CC1 | 0 | 0.0 | 2 | 1 | 0 | 11 | 8 | 2 | 2.8
OC(CNCc1ccccc1)(c1ccc(F)cc1)c1ccc(F)cc1 | -2 | 0.0 | 3 | -2 | -1 | 12 | -2 | 2 | -0.1
COc1ccc(NC(=O)CSc2nc3cccnc3n2C)cc1 | 3 | 0.3 | -9 | 4 | -2 | -4 | 16 | -5 | 3.4
Cc1sc2c(c1C)c(=O)nc1scc(CC(=O)O)n12 | -2 | 0.0 | -1 | -1 | -1 | 2 | -2 | 6 | -1.5
COc1cc2nc(C3CCC3)n(NC(=O)C3CCC3)c(=O)c2cc1OC | -6 | -0.1 | 1 | -6 | -2 | 0 | 5 | -1 | 1.6
O=C(NCC(=O)N(c1ccc(F)cc1)C(C(=O)NC1CCCCC1)c1cccnc1)c1ccco1 (stereo not given) | -1 | -0.3 | -8 | -5 | -3 | 3 | 9 | 6 | 3.9
COc1cccc(/C(=N/O)C2CC2c2ccc(Cl)cc2)c1 (stereo not given) | -1 | 0.1 | 0 | 7 | 0 | 2 | 2 | 0 | 3.6
Cc1ccc(/C(N)=N/OC(=O)Oc2ccccc2)cc1 | -10 | -0.1 | -2 | -3 | -1 | 1 | 1 | 3 | 1.1
CC/C(Cc1ccccc1)=N\NC(=O)c1cc([N+](=O)[O-])cc([N+](=O)[O-])c1 | -5 | -0.1 | 2 | -2 | -1 | 32 | 10 | 11 | 0.4
CC1(C)CC(=NO)CC(C)(C)N1 | 2 | 0.0 | 2 | -5 | -4 | 5 | 8 | -5 | 3.0
CN(C)S(=O)(=O)N1CCC(Oc2cccc(C(=O)N3CCSCC3)c2)CC1 | -4 | -0.4 | -2 | 0 | -3 | 1 | 1 | 4 | 3.2
CC(=O)Oc1ccc(C(=O)Nc2ccc(C3(C#N)CCCC3)cc2)cc1 | -2 | -0.1 | -9 | -3 | 3 | 3 | -5 | -1 | 1.6
COc1ccccc1-c1cn[nH]c1-c1ccc(O)cc1O | -2 | -0.1 | 0 | 4 | -1 | -11 | 3 | 5 | 1.5
FC(F)(F)c1ccc(Nc2nnnc3ccccc23)cc1 | -2 | 0.0 | -2 | 18 | 9 | 9 | -4 | 9 | 1.0
COC(=O)Cn1nc(-c2ccccc2)c2ccccc21 | 0 | 0.1 | 0 | -2 | -2 | -36 | 1 | -1 | -1.3
Cn1c(SCC(=O)N2CCCc3ccccc32)nnc1-c1cccs1 | -2 | 0.1 | -1 | 3 | 0 | -2 | -3 | -8 | -0.2
CN(C)c1ccc(/C=N/NC(=O)c2ccc(CN3C(=O)c4cccc5cccc3c45)cc2)cc1 | -2 | 0.5 | -2 | 43 | 10 | 1 | 6 | -6 | 0.6
N#Cc1c(C(F)(F)F)cc(-c2cccs2)nc1N1CCCCC1 | -1 | 0.2 | -4 | 6 | -5 | -6 | -2 | -5 | 7.4
Cc1cccc2c(=O)oc(-c3ccccc3Cl)nc12 | 2 | 0.2 | 5 | 1 | -2 | -4 | 13 | 10 | 2.9
CCCC(=O)N(Cc1cc(=O)[nH]c2ccccc12)c1ccc(OC)cc1 | 1 | 0.3 | 1 | 1 | 3 | 5 | 1 | -1 | -3.6
Brc1ccc(-c2nnc(-c3cccnc3)o2)cc1 | -2 | -0.1 | -4 | -1 | 6 | -1 | 5 | 2 | 1.8
N#CC1=C2N=C(N)c3c(sc4c3CCCCC4)N2C2=C(C(=O)CCC2)C1c1ccccc1 (stereo not given) | 15 | 0.5 | 0 | 34 | 18* | 18 | 23 | 4 | 4.0

Single entries from above:
Entry for Cc1cccc2c(=O)oc(-c3ccccc3Cl)nc12 in Efflux pump mplx: 0.2
Entry for N#CC1=C2N=C(N)c3c(sc4c3CCCCC4)N2C2=C(C(=O)CCC2)C1c1ccccc1 (stereo not given) in HCV core dimer: 34

Going on with the list.
SMILES | TPT1 inhibitor | Efflux pump mplx | CTSL1 counter | HCV core dimer | PP1 counter | GASC-1 inh | PREPL inh | LYPLA2 counter | PP5 primary
O=C(CCN1C(=O)/C(=C/c2ccccc2F)SC1=S)N[C@@H](CO)Cc1ccccc1 | 2 | -0.2 | -3 | 4 | 2 | -13 | 8 | -7 | 2.2
CC(=O)N1CCOc2ccc(S(=O)(=O)N3CCN(c4cccc(C(F)(F)F)c4)CC3)cc21 | 0 | -0.1 | 2 | 10 | 3 | -8 | -35 | 7 | 4.8
Cc1nn(-c2ccccc2)c2c1C(c1ccncc1)C(C#N)=C(N)O2 (stereo not given) | -4 | 0.0 | -4 | -18 | 4 | 24 | 4 | 0 | 1.3
CC(=O)N1CCN(c2ccc(NCc3cccs3)cc2)CC1 | 0 | 0.0 | 0 | -7 | 2 | 2 | 27 | 0 | 0.8
O=C(CC1(O)C(=O)Nc2ccccc21)c1cccc(Br)c1 (stereo not given) | 1 | -0.1 | -3 | 1 | -2 | -1 | -11 | 2 | 1.3
CN(C)c1nc(SCCOC(=O)c2ccccc2)nc(N(C)C)n1 | 1 | 0.2 | 0 | 1 | -2 | -2 | 8 | -3 | 1.9
COc1cc2c(cc1OC)-c1n[nH]c(=S)n1C(C)(C)C2 | 4 | 0.1 | 2 | -1 | -3 | -2 | 9 | 0 | -0.5
CCC(C)NS(=O)(=O)c1ccc(F)c(C(=O)Nc2c(F)cc(F)cc2Br)c1 (stereo not given) | 0 | 0.2 | -3 | 3 | -4 | -5 | 3 | -5 | -3.3
O=C(/C=C/c1ccco1)NC(=S)NNC(=O)c1ccco1 | -5 | -0.2 | 5 | 5 | 6 | · | 8 | 2 | 2.1
CC(C)OP(=O)(OC(C)C)/C(C=O)=N\Nc1ccc([N+](=O)[O-])cc1 | -1 | 0.1 | 4 | 8 | -3 | 6 | 2 | 4 | -0.5
Cc1ccc(NC(=O)Cc2noc3ccccc23)c(C)c1 | -2 | 0.0 | 4 | 2 | -5 | -8 | 7 | 12 | -1.7
COc1cccc(C(=O)COc2ccc3ccc(=O)oc3c2)c1 | -2 | 0.1 | -1 | -5 | 0 | -9 | 0 | -9 | 0.8

Source: PubChem BioAssay
